GSK3 alpha inh: blockers of GSK3A enzyme activity – biochemical, luminescence, cell-free homogeneous, HTS, primary screen | Glycogen synthase kinase-3 alpha (Homo sapiens), P49840 | GSK-3 alpha kinase, ADP-Glo luminescence, 60 min | inhibition, % at 10 µM | hit rate 0.1% among 320,000;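 in the data active means inhibition above about 50%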;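 further: GST-tagged GSK-3 alpha with peptide substrate and 25 µM ATP; 0% = DMSO neutral wells and 100% = GW8510 positive control wells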
KCNK3 block: human KCNK3 channel inhibitors, primary screen, CHO cells, FluxOR thallium flux, B-score | Potassium channel subfamily K member 3 (Homo sapiens), O14649 | B-score at 10 µM | AID 602410, 2012 | FluxOR fluorescence; active compounds read low | hit rate 0.84% among 340,000;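 active means B-score under library mean minus 4 SD, starting fluorescence ratio at most library mean plus 5 SD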;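 further: more negative B-score means stronger inhibition of thallium flux through KCNK3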
Target sequence (O14649 whole entry, looked up): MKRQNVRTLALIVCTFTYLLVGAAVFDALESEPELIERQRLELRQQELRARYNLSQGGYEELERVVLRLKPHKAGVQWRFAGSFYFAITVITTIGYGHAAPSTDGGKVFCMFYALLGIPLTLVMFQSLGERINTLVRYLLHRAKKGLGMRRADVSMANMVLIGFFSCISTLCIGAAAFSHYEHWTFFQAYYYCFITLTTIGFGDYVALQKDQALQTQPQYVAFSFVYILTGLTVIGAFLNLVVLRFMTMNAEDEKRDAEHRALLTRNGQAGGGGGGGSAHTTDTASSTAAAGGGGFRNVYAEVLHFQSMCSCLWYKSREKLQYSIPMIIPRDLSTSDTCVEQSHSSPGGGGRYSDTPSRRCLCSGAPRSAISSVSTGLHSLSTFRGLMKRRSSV
KCNQ1 inh: inhibitors of human KCNQ1 channel, primary screen, cell-based, thallium flux, high-throughput; hit rate 1.3% among 310,000; CHO-K1 KCNQ1, FluxOR thallium flux fluorescence; active compounds read high; B-score at 10 µM; Potassium voltage-gated channel subfamily KQT member 1 (Homo sapiens), P51787;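 active means compounds whose thallium flux B-score, printed positive for inhibition, exceeds three library SD while starting fluorescence stays within three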;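 further: channel opened by potassium depolarization with thallium stimulus after 20 min compound exposure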
KCNK9 block: KCNK9 potassium channel inhibitors, primary screen, HEK293 cells, thallium flux | Potassium channel subfamily K member 9 (Homo sapiens), Q9NPC2 | FluxOR thallium flux fluorescence; active compounds read low | B-score at 10 µM | hit rate 1.2% among 310,000 | AID 488922, 2010;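 active means ratio B-score over 3 SD below the library mean, with starting fluorescence within 5 SD of its mean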;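 further: negative B-score means less thallium flux so channel inhibition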
HDAC3 inhib: HDAC3 deacetylase inhibitors, primary screen, biochemical, fluorescence, cell-free homogeneous; Histone deacetylase 3 (Homo sapiens), O15379; recombinant HDAC3, fluorogenic peptide/trypsin coupled; inhibition, % at 8.3 µM; hit rate 0.15% among 320,000; in the data active means inhibition above about 26%, passing the limit was not always enough
Target sequence (O15379 whole entry, looked up): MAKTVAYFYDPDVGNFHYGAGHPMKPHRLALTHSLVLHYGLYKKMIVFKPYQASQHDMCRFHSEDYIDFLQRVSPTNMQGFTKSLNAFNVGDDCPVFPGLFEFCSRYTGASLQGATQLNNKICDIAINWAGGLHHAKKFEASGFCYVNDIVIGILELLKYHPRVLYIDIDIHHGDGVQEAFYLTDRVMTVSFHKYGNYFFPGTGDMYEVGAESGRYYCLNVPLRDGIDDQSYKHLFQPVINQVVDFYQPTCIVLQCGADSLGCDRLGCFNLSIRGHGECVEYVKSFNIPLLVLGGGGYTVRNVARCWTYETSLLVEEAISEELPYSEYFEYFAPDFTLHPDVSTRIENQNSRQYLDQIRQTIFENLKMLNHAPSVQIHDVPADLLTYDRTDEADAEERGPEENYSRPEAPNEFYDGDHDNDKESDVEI
KCNQ1 pot: potentiators or activators of KCNQ1 channel, primary screen, cell-based, thallium flux, high-throughput | CHO-K1 KCNQ1, thallium flux FluxOR fluorescence; active compounds read high | B-score at 10 µM | hit rate 0.35% among 310,000 | AID 2648, 2010;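 active means fluorescence ratio B-score, a plate-corrected score, at least three library SD, with initial intensity B-score within 5 SD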
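System: CHO-K1 cells stably expressing KCNQ1 / Medium: assay buffer for compound exposure, DMSO matched across wells / Reagent: thallium- and potassium-containing depolarizing buffer / Compound: one concentration, matched DMSO / Incubation: 20 min compound pretreatment at room temperature / Measured by: kinetic FluxOR fluorescence, 10 s baseline plus 110 s post-stimulus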
Dyrk1A ADPGlo: rat Dyrk1A kinase inhibitors, primary screen, biochemical, single point, plate reader | Dual specificity tyrosine-phosphorylation-regulated kinase 1A (Rattus norvegicus), Q63470 | ADP-Glo luminescence, NFATc1 peptide | inhibition, % at 12.5 µM | hit rate 0.43% among 310,000; in the data active means inhibition above about 50%;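 further: plate controls were vehicle with enzyme for no effect and no enzyme for full effect; many of its hits are not listed in these tables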
RGS4 act: RGS4 potentiators or activators, primary screen, cell-based, HEK293 M3R inducible RGS4, calcium flux | carbachol calcium flux Fluo4; active compounds read low | B-score at 10 µM | hit rate 0.92% among 310,000 | AID 463111, 2010;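 active means B-score of the integrated calcium signal more than 4 SD below the library mean, with starting fluorescence not abnormally high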;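 further: negative B-score means reduced calcium response which marks RGS4 activation or potentiation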
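Assay system: HEK293 FlpIn-TREx cells, stable M3R, doxycycline-inducible RGS4 / Probe or stimulus: carbachol, ECmax concentration / Times: overnight RGS4 induction, 30 min dye load 37 °C, 20 min compound RT / Signal: kinetic calcium fluorescence imaging with Fluo4-AM dye, 2 µM / Measure: Agonist-evoked peak-minus-minimum fluorescence over baseline, integrated ratio, B score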
GSK3B inh: human GSK3beta kinase inhibitors, primary screen, biochemical, cell-free homogeneous, HTS. GST-GSK3beta kinase, ADP-Glo luminescence, 60 min; active compounds read low. Glycogen synthase kinase-3 beta (Homo sapiens), P49841. hit rate 0.038% among 300,000. activity score (negative = inhibition), % at 10 µM;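 active means more than half of replicate wells score below -50%, meaning over 50% inhibition versus plate controls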;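 further: 0% = median DMSO wells and -100% = median GW8510 positive control wells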
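Assay system: GST-tagged human GSK3beta kinase, cell-free; Input: 1.6 ng GSK3beta; Medium: Tris/MgCl2 kinase buffer; Timing: 60 min enzyme reaction, room temperature; Signal: ADP-Glo luminescence quantifying ADP generated by kinase; Evaluation: score relative to plate controls; Benchmarks: DMSO neutral wells and GW8510 at 20 µM as positive.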
PolyA inhibitor: polyadenylation inhibitors in yeast reporter cells, primary screen, luminescence, S. cerevisiae; calls only at 12 µM; AID 1875, 2009; hit rate 0.02% among 300,000; S. cerevisiae SKY197-pL101 polyadenylation reporter, beta-gal luminescence; efflux-impaired pdr1/pdr3 knockout yeast; score 100 = 6 SD above DMSO;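 active means lowest replicate activity score at least 50, where 100 means six control SD above control mean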;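 further: yeast exposed to compound for 9 h at 30 °C; higher score means more reporter readthrough which indicates perturbed polyadenylation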
hERG protect: hERG rescue from dofetilide block, primary screen, cell-based, CHO-hERG, FluxOR thallium flux, dofetilide IC70; Voltage-gated inwardly rectifying potassium channel KCNH2 (Homo sapiens), Q12809; dofetilide IC70 present; activation (rescue from dofetilide block), less the hit threshold, % at 10 µM; hit rate 0.51% among 310,000;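 active means activation above the mean of controls blocked by dofetilide plus 5 SD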;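 further: thallium influx through hERG after potassium depolarization seen as dye fluorescence rise; in these data hits start at about 4.7%; inactives centre near -7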
The depositor's hits bear a star; i = inactive; · = no result given; & = joins results of further samples.

Second line of a record – GSK3 alpha inh	KCNK3 block	KCNQ1 inh	KCNK9 block	HDAC3 inhib	KCNQ1 pot	Dyrk1A ADPGlo	RGS4 act	GSK3B inh	PolyA inhibitor	hERG protect
Cn1c(=O)c2c(ncn2CC(=O)N/N=C/c2ccc(Br)s2)n(C)c1=O
    -1	i	i	i	2	i	5	i	-1	i	-8
COc1cc2c(cc1OC)CN(C(=O)CN(C)S(=O)(=O)c1ccc(NC(C)=O)cc1)CC2
    0	i	i	i	1	i	-3	i	0	i	-7
Cc1cc2nc3c(=O)n(CCc4ccccc4)c(=O)[nH]c3nc2cc1N
    0	i	i	i	3	i	·	i	-1	i	-12
CCOC(=O)c1ccccc1NC(=O)c1ccc2c(=O)n3c(nc2c1)CCCCC3
    0	i	i	i	-8	i	2	i	3	i	-10
Cc1oc(-c2ccccc2F)nc1CS(=O)(=O)CC(=O)N1CCN(Cc2ccccc2)CC1
    -1	i	i	i	0	i	0	i	4	i	-9
CC1CC(C)(C)NC(=S)N1CCCC(=O)N1CCN(c2ccccc2F)CC1 (centres undefined)
    -5	i	i	i	-2	i	-3	i	1	i	-5
O=C(Nc1cccc(Cl)c1)C1C2C=CC3(O2)C1C(=O)N(CCCN1CCCCC1)C3C(=O)NC1CCCCC1 (centres undefined)
    0	i	i	i	1	i	-3	i	·	i	-9
CCN(c1ccccc1C(=O)O)S(=O)(=O)c1cccc2nsnc12
    -1	i	i	i	6	i	4	i	-1	i	-5
CCOC(=O)c1c(C)[nH]c(C(=O)OCC(=O)NC2CCS(=O)(=O)C2)c1C (centres undefined)
    -4	i	i	i	-4	i	-1	i	2	i	-8
COC(=O)c1sc2ccccc2c1-n1cccc1C(=O)C(=O)Nc1ccc(OC)cc1
    -3	i	i	i	7	i	-4	i	-2	i	-16
COc1ccc(-c2nnc(SCc3cccc(C#N)c3)o2)cc1
    1	i	i	i	-1	i	2	i	2	i	-3
CCOc1ccc(S(=O)(=O)N2CCOCC2)cc1NS(=O)(=O)c1ccc(OC)c([N+](=O)[O-])c1
    -2	i	i	i	7	i	1	i	-1	i	-8
O=C(ON=C1CCN(S(=O)(=O)c2ccccc2)CC1)c1ccc(Cl)cc1
    -2	i	i	i	8	i	2	i	0	i	-8
CCOC(=O)N1CCN(S(=O)(=O)CCNC(=O)c2cccc(OC)c2)CC1
    -3	i	i	i	-2	i	12	i	-10	i	-6
Cc1ccc(S(=O)(=O)N/N=C/c2cccc3c2OCCO3)cc1
    -4	i	i	i	5	i	-2	i	0	i	-11
CN1CCN(CC(=O)Nc2ccccc2Sc2ccccc2)CC1
    1	i	i	i	4	i	0	i	1	i	-4
CCNC(=S)N1CCN(c2ccc([N+](=O)[O-])cc2)CC1
    -5	i	i	i	3	i	1	i	-3	i	0
Cc1ccc(C(=O)NCC(=O)OCC(=O)c2ccc3c(c2)NC(=O)CO3)cc1C
    -1	i	i	i	2	i	3	i	4	i	-6
NS(=O)(=O)c1ccc(NCCCn2ccnc2)c([N+](=O)[O-])c1
    3	i	i	i	5	i	12	i	2	i	-3
Fc1ccc(-c2nnc(-c3ccc(Cl)cc3Cl)o2)cc1
    0	i	i	i	0	i	4	i	3	i	-9

New compounds follow:
Second line of a record – GSK3 alpha inh	KCNK3 block	KCNQ1 inh	KCNK9 block	HDAC3 inhib	KCNQ1 pot	Dyrk1A ADPGlo	RGS4 act	GSK3B inh	PolyA inhibitor	hERG protect
CCc1nnc(NC(=O)CSc2nc3c(cc2C#N)CCCC3)s1
    0	i	i	i	1	i	-1	i	2	i	-1
CCc1c(C)nc(SCCOc2ccc(OC)cc2)[nH]c1=O
    0	i	i	i	-2	i	2	i	-1	i	-11
COC(=O)[C@H]1[C@H]2C[C@H]3c4[nH]c5ccccc5c4CCN3C[C@@H]2CC[C@@H]1O
    7&0	i	i	i	-3&-4	i	1&-10	i	1&2	i	-6&-8
CN1CCN(c2ccc(NC(=O)c3ccc4c(c3)OCO4)cc2)CC1
    -4	i	i	i	3	i	-4	i	2	i	-10
Cc1cc(S(=O)(=O)NCCC2=CCCCC2)ccc1Br
    -3	i	7*	i	4	i	11	-9.6*	-1	i	-11
Cn1c(=O)c2c(nc(NCCO)n2C)n(C)c1=O
    -3	i	i	i	9	i	-2	i	2	i	-5
CCCN1CCN(CCCNC(=O)CN2C(=O)c3cccnc3Oc3ccc(C)cc32)CC1
    0	i	i	i	15	i	6	i	-2	i	-11
Cn1nccc1C(=O)NC1CCCc2c1cnn2-c1ccc(C(C)(C)C)cc1 (centres undefined)
    -3	i	9*	i	3	i	-1	i	-2	i	-14
O=C(NNC(=S)Nc1ccccc1)c1cc(-c2cccnc2)nc2ccccc12
    3	i	i	i	2	i	17	i	2	i	-16
COc1ccc(Cn2c(C)c(C)c(C#N)c2NC(=O)Nc2ccccc2)cc1
    -2	i	i	i	-2	i	3	i	2	i	-13
FC(F)c1nnc2ccc(Cl)nn12
    -1	i	i	i	5	i	3	i	1	i	-16
O=C(Nc1cccc(C(=O)O)c1)/C(=C\c1ccco1)NC(=O)c1ccccc1Cl
    -2	i	i	i	5	i	6	i	1	i	-8
CC(=O)OC1CCC2(C)C(=CCC3C2CCC2(C)C3CC3OC4(CCC(C)CN4)C(C)C32)C1 (centres undefined)
    ·	i	i	i	·	i	11	i	4	i	-9
Cc1ccc(NC(=O)C2CCCN2C(=O)c2cccs2)c(C)c1 (centres undefined)
    -3	i	i	i	-8	i	-4	i	0	i	-3
CC(=O)c1cnn(-c2cc(Oc3ccccc3C)ncn2)c1C
    -4	i	i	i	2	i	1	i	-4	i	-1
CCOC(=O)CC1CCCCN1Cc1cn(C)nc1-c1ccc2c(c1)OCCO2 (centres undefined)
    -1	i	i	i	-19	i	0	i	1	i	-1
Cc1ccc(OC(=O)CCN2C(=O)c3ccccc3C2=O)cc1C
    -3	i	i	i	9	i	2	i	1	i	-3
CCN(CC)C(=O)C1CCCN(Cc2ccccc2C(F)(F)F)C1 (centres undefined)
    -2	i	i	i	0	i	0	i	0	i	-3
CC(=O)Nc1ccc(Nc2nc(-c3ccccc3)nc3ccccc23)cc1
    ·	i	i	i	12	i	5	i	-4	i	-11
COc1ccc(Nc2nc(N3CCCC3)nc3ccccc23)c(OC)c1
    0	i	7*	i	3	i	3	i	-1	i	-20

Continued:
Second line of a record – GSK3 alpha inh	KCNK3 block	KCNQ1 inh	KCNK9 block	HDAC3 inhib	KCNQ1 pot	Dyrk1A ADPGlo	RGS4 act	GSK3B inh	PolyA inhibitor	hERG protect
COc1ccc(NC(=O)CCCN2C(=O)/C(=C\c3ccco3)SC2=S)cc1
    -2	i	i	i	-3	i	0	i	0	i	-8
CCCCN(CCCNC(=O)c1ccc(CS(=O)(=O)c2ccc(OC)cc2)o1)Cc1ccccc1
    -1	i	i	i	9	i	6	i	1	i	-7
Cc1cccc(C(=O)Nc2ccc(O)cc2)c1
    1	i	i	i	-2	i	10	i	2	i	4
Cc1ccc(-n2ncc3c(NCc4cccnc4)ncnc32)cc1C
    -14	i	i	i	-4	i	1	i	2	i	-7
O=C(N/N=C/c1cccnc1)c1ccc(Cl)c(Cl)c1
    -1	i	i	i	-1	i	-1	i	-5	i	-7
COC(=O)c1cccc(C23CC4(C2)[C@H](CN(Cc2ccc(C(F)(F)F)cc2)[C@@H]4c2ccccc2)C3c2ccc(C(F)(F)F)cc2)c1 (some centres undefined)
    -1	·	i	i	-2	i	·	i	-2	i	-4
CCN(CC)S(=O)(=O)c1ccc(C(=O)NCC(c2cccs2)N2CCOCC2)cc1 (centres undefined)
    2	i	i	i	0	i	-6	i	0	i	-8
Nc1ccc(S(=O)(=O)Nc2ccnn2-c2ccccc2)cc1
    -1	i	i	i	0	i	6	i	-2	i	-5
Cc1nn(CCC(=O)NNC(=S)Nc2ccc(F)cc2)c(C)c1[N+](=O)[O-]
    -2	i	i	i	5	i	4	i	2	i	-11
Cc1ccc(-c2cc(C(=O)N/N=C\c3cnn(C)c3C)c3ccccc3n2)cc1C
    0	-10*	i	i	17	i	16	i	-1	i	-8
CCN(CC)CCn1c2c(c(SCC(=O)Nc3nc(C)cs3)nc1=O)CCCC2
    3	i	i	i	2	i	-19	i	-2	i	-9
O=C(NCC1CCCCC1)c1cc2ccccc2cc1O
    -3	i	i	i	10	i	7	i	-4	i	-11
O=S(=O)(c1cccc2cccnc12)N1CCN(c2ccc(F)cc2)CC1
    -1	i	i	i	2	i	-3	i	-4	i	-10
CCN1/C(=C2\SC(=S)N(Cc3ccccc3)C2=O)Sc2ccccc21
    -1	i	i	i	-2	i	5	i	2	i	-4
O=C(CCC(=O)N1CCCC1)Nc1ccc([N+](=O)[O-])cc1
    -1	i	i	i	2	i	-7	i	2	i	-15
Cc1ccc(-c2cc(C(=O)Nc3ccccn3)c3ccccc3n2)o1
    -5	i	i	i	10	i	-7	i	1	i	-14
CCOC(=O)c1[nH]c(C)c(CN(CCc2ccccc2)C(=O)CCC(=O)O)c1C
    -3	i	i	i	2	i	-9	i	-2	i	0
O=C(O)c1cc(-c2ccc(/C=N/NC(=S)Nc3ccccc3)o2)ccc1Cl
    8	i	i	i	-3	i	6	i	-1	i	-11
COc1cc(OC)c(OC)cc1/C=C(\C#N)C(=O)NCc1cccs1
    -2	i	i	i	-4	i	1	i	-7	i	-7
COCCn1c(SCC(=O)Nc2cccc(C)n2)nnc1-c1ccco1
    -1	i	i	i	1	i	-4	i	-1	i	-6

Assay outcomes from PubChem BioAssay.

This is a subset; the hit share may differ from the screen's.
